High-throughput results from PubChem BioAssay.
Polio RdRp inh: poliovirus RdRp elongation inhibitors, primary screen, biochemical, fluorescence polarization, total intensity. Genome polyprotein (Poliovirus type 1 (strain Mahoney)), P03300. poliovirus polymerase elongation; hits give low values. % elongation, % (compound at 16.7 µg/mL). 0.66% of 150,000 active. AID 588519, 2011; in the data active = % elongation below about 90%; note: some results filed as inactive read as strong as hits
Target sequence (P03300 1749-2209 limits assumed): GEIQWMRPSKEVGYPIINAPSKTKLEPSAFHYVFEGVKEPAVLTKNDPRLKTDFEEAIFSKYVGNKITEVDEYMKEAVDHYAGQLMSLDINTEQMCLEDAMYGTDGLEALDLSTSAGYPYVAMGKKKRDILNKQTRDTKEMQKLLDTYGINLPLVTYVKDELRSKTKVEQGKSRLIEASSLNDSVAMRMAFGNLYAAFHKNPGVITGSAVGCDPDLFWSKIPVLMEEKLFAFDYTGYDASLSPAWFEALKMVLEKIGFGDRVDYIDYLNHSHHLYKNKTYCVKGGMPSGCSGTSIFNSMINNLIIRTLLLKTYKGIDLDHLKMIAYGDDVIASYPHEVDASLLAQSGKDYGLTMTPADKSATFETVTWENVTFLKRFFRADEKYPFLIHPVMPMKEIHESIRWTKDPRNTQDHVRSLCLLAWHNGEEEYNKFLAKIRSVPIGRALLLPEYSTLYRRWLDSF
Polio RdRp inh FP z-score: further read-out of Polio RdRp inh, marked with its call; z-score; measured here: FP z-score; hits read low
Numbers without * were called inactive; & = joins results of further samples.

SMILES	Polio RdRp inh	Polio RdRp inh FP z-score
CC(C)(C)n1ncc2c(=O)n(CC(=O)NC3CCCCC3)cnc21	103.0	0.1
COCC(C)n1c(C)cc(C(=O)COC(=O)c2ccc(S(=O)(=O)N3CCCC3)cc2)c1C (stereo not given)	103.0	-0.1
CN(C1CCCCC1)S(=O)(=O)c1ccc(Cl)c(C(=O)O)c1	99.0	-0.1
c1cc2c(cc1OCc1nn[nH]n1)OCO2	104.0	1.4
COC(=O)CCc1sc(NC2CCCCC2)nc1-c1ccc(OC)cc1	91.0	-2
Cc1cc(C(=O)CSc2nc3ccccc3c(=O)[nH]2)c(C)n1-c1ccc2c(c1)OCO2	104.0	-0.2
CCN1CCN(Cc2ccc(NC3=NS(=O)(=O)C(c4ccc(C)c(C)c4)=C3C)cc2)CC1	102.0	0.5
COC(=O)c1scc(C)c1NNC(=O)C(F)(F)F	101.0	-0.2
CN1/C(=C\C(=O)COC(=O)c2ccccc2)C(C)(C)c2ccccc21	101.0	-0.1
NNC(=O)Cc1cc(=O)n(-c2ccc(F)cc2)[nH]1	93.0	-1.7
O=C1c2ccccc2-c2ccccc21	101.0	-0.1
O=C(c1ccc(S(=O)(=O)N2CCCCCC2)cc1)N(c1ccccn1)c1ccccn1	103.0	0.2
CC1CCN(C(=O)c2ccc(CSc3nc4ccncc4[nH]3)cc2)CC1	102.0	-0.7
CCc1ccc(NC(=O)c2ccc(F)c(S(=O)(=O)N3CCN(c4ccc(OC)cc4)CC3)c2)cc1	112.0	0.9
CC(C)(C)C(=O)NC(=S)Nc1ccc2c(c1)COC2=O	99.0	-0.3
CC(=O)N[C@@H]1[C@@H](O)[C@H](O)[C@@H](CO)O[C@H]1O	101.0	0.2
CCOC(=O)C1CCC(CN(Cc2cccc(Br)c2)S(=O)(=O)c2ccc(C)cc2)CC1 (stereo not given)	100.0	-1.7
O=C(c1ccccc1)N1CCC2(CC1)Cc1ccccc1C2=O	112.0	1.2
CC1CCCC(NC(=O)Nc2cccs2)C1C (stereo not given)	101.0	-0.8
CCOc1nc(-c2ccccc2)ccc1-c1noc(-c2ccc(C)cc2)n1	107.0	0.4
Cn1c(N)c(C(=O)CSc2ccccn2)c(=O)n(C)c1=O	101.0	0.1
CCCn1c(N)c(N(C)C)c(=O)n(CC(=O)Nc2ccc(OC(F)(F)F)cc2)c1=O	103.0	0
CCOC(=O)N1CCC(NC(=O)c2oc3ccc4c(c3c2C)C(O)CC(C)(C)O4)CC1 (stereo not given)	103.0	0.6
Cc1c(C(=O)O)sc2ncn(C)c(=O)c12	102.0	-0.3

Two entries from above, with bars between the fields.
mol | Polio RdRp inh | Polio RdRp inh FP z-score
CC1CCN(C(=O)c2ccc(CSc3nc4ccncc4[nH]3)cc2)CC1 | 102.0 | -0.7
CC1CCCC(NC(=O)Nc2cccs2)C1C (stereo not given) | 101.0 | -0.8

(more compounds)
SMILES	Polio RdRp inh	Polio RdRp inh FP z-score
COc1cccc(CN(C(=O)CSc2nc(N)nc(N)n2)C23CC4CC(CC(C4)C2)C3)c1	107.0	-0.3
CCOC(=O)c1csc(NC(=O)c2cccs2)n1	104.0&102.0	0.1&0.5
COc1cccc(C(=O)NCc2ccc3c(c2)CCN3C(=O)c2ccncc2)c1	104.0	-0.7
CC(=O)Oc1ccc(-c2csnn2)cc1	101.0	-0.3
Cc1cc(NC(=O)NCc2ccccc2)c(C(F)(F)F)o1	97.0	-1.4
CN(C(=O)Cn1cnc2c(cnn2C)c1=O)C1CCCCC1	104.0	0.3
C/C(=N/NC(N)=O)C1(O)CCCCC1	105.0	0.9
Cc1nn(CCc2nc(-c3ccco3)cs2)c2nc(-c3cccs3)cc(C(F)(F)F)c12	107.0	0.6
O=C(c1ccccc1)N1CCCC(C(=O)N2CCC(Cc3ccccc3)CC2)C1 (stereo not given)	105.0	1
Cc1cccc(N2CCN(C(c3ccccc3)c3nnc(-c4ccccc4Cl)o3)CC2)c1C (stereo not given)	102.0	-0.7
CC1CCN(c2oc(-c3cccs3)nc2S(=O)(=O)c2ccccc2)CC1	106.0	0.3
COC(=O)c1cc2sc(C)cc2n1CC(=O)NCCc1ccccc1	101.0	-0.5
Cc1ccc(NC(=O)C2CCCN(S(=O)(=O)c3c(C)nn(C)c3C)C2)c(C)c1 (stereo not given)	105.0	-0.8
N#CC1=C(SCC(=O)Nc2cc(Cl)ccc2C#N)NC2=C(C(=O)CCC2)C1c1cccnc1 (stereo not given)	108.0	0.6
c1ccc(-c2nc(-c3cccnc3)n[nH]2)nc1	107.0	0.3
c1ccc(-c2nnc(COc3ncnc4sccc34)o2)cc1	118.0	2
CCOc1ccc(-c2nnc(SCC(=O)NCc3ccc(Cl)cc3)o2)cc1	98.0	-2.2
NNC(=O)c1nn(-c2ccccc2)c(=O)c2c(N)scc12	91.0	-3.4
COc1ccc(Br)cc1CNC(=O)CSc1n[nH]c(-c2ccccc2)n1	104.0	-0.9
Cc1onc2c(=O)[nH]nc(-c3ccccc3)c12	101.0	0
CN(C)c1ccc(/C=N/NC2=NCCN2)cc1	100.0	-0.4
CC1CC(C)CN(S(=O)(=O)c2ccc(C(=O)Nc3nnc(-c4ccccn4)o3)cc2)C1 (stereo not given)	101.0	0.3
CCCOc1ccc(C2C(C(=O)/C=C/c3ccco3)=C(O)C(=O)N2CCCN2CCOCC2)cc1 (stereo not given)	101.0	0
Cc1noc(C)c1CC(C#N)(Cc1c(C)noc1C)c1nc2ccccc2s1	102.0	-0.1
CCOC(=O)c1cc(OC(=O)c2cccc(Cl)c2)n(-c2ccccc2)n1	102.0	0
CC(=O)N1CC(C(=O)Nc2cccc(-c3nnc4n3CCCCC4)c2)Oc2ccccc21 (stereo not given)	96.0	-1.2
CC(=O)Nc1ccccc1OCC(=O)N(C1CCCCC1)C1CCCCC1	106.0	0
CCc1ccc(NC(=S)NN)cc1	101.0	-0.4
Cc1nc(N)c(C#N)c(-c2ccc(Br)s2)c1C	99.0	-0.9
COC(=O)c1ccccc1NC(=O)C1(c2cccs2)CCOCC1	113.0	1.2
CN(C)C(=O)CSc1nc2ccccc2s1	99.0	-0.8
CCN(CC)c1ccc2c(c1)OC(N)=C(C#N)C2c1cccc(F)c1 (stereo not given)	119.0	5.4
CC(=O)NC1C(=O)N=C(SCc2ccccc2)NC1=O (stereo not given)	109.0	0.9
CC(=O)O[C@]1(C(=O)CO)CCC2C3CCC4=CC(=O)CC[C@]4(C)C3[C@@H](O)C[C@@]21C (stereo not given in full)	108.0	0.7
CCCCc1nc2sc3c(NCc4ccccc4)ncnc3c2c2c1COC(C)(C)C2	100.0	-0.4
Cc1occc1C(=O)N/N=C/c1cn(-c2ccccc2)nc1-c1ccccc1	100.0	0
O=c1ccc2ccc3occc3c2o1	100.0	-0.4
CCCCNc1c2c(nc3ccccc13)CC(C)(C)CC2O (stereo not given)	101.0	-0.5
COc1ccccc1/C=C/C(=O)OCC(=O)N1CCCCC1	106.0	0.5
O=C(Cn1nc(-c2ccccc2)ccc1=O)Nc1ccc(F)cc1	102.0	-0.1
COc1ccc2cc(CNc3ccccc3)c(=O)n(CC(=O)Nc3ccc(C)cc3C)c2c1	111.0	1
Cc1cc2c(C)cc(=O)oc2c2c1NCCC2	98.0	-0.7
Cc1cc2ccccc2n1CCNC(=O)c1cc(C(F)(F)F)cc(C(F)(F)F)c1	102.0	-1
CC1(O)CCOCC1NC(Cc1cc2ccccc2[nH]1)C(=O)O (stereo not given)	99.0	-0.4
O=C1OC(/C=C/c2ccccc2)=NC/1=C/c1ccco1	103.0	0.3
CCC(=O)O[C@H]1CCC2C3CCC4=CC(=O)CC[C@]4(C)C3CC[C@@]21C (stereo not given in full)	99.0	0.2
CCn1c(SCCc2ccccc2)nnc1-c1nnc(SCCc2ccccc2)n1CC	101.0	0
O=C(Cn1cc(S(=O)(=O)Cc2cccc(Cl)c2)c2ccccc21)NCc1ccccc1Cl	104.0	-0.3
CC(C)N(Cc1ccccc1)S(=O)(=O)c1ccc2ccccc2c1	107.0	0.4
Cc1ccc(CCNC(=O)c2cc3c(=O)n(C)c4ccccc4c3n2C)cc1	106.0	0.3
CCOc1ccc(-c2cc(C(=O)N3CCN(C(=O)c4ccco4)CC3)[nH]n2)cc1	101.0	-0.3
CCOC(=O)c1ccc2c(c1)NC(CC(=O)Nc1ccccc1C)C(=O)N2CC (stereo not given)	108.0	0.8
CCCc1cc(N)on1	100.0	-0.2
CC(C)(C)C(=O)OCN1N=CN(Cc2ccccc2)C=C1SC#N	107.0	0.7
Cc1ccc(-c2n[nH]c(=S)n2CC(=O)O)cc1	100.0	-0.2
Cc1ccc(S(=O)(=O)N(CC(=O)NCc2ccccc2)C(=O)N2CCN(C)CC2)cc1	101.0	0
Cc1[nH]n(-c2ccccc2)c(=O)c1/C=N/N1CCOCC1	100.0	-0.4
Cc1cc(C(=O)COC(=O)C2=COCCO2)c(C)n1-c1ccccc1	105.0	0.4
CC(=O)N1CCCc2cc(S(=O)(=O)N(C)CC(=O)Nc3ccc(C(C)C)cc3)ccc21	110.0	0.7
O=C(Nc1ccccc1)Nc1cccc2nsnc12	102.0	0

Reprinted at random: 2 entries already listed.
SMILES	Polio RdRp inh	Polio RdRp inh FP z-score
CCCc1cc(N)on1	100.0	-0.2
CC(C)N(Cc1ccccc1)S(=O)(=O)c1ccc2ccccc2c1	107.0	0.4

Next structures:
SMILES	Polio RdRp inh	Polio RdRp inh FP z-score
Cc1ccc(C)n1-c1ccc(C(=O)Nc2nccs2)cc1	108.0	0.5
Cn1cccc1C1Nc2ccccc2NC2=C1C(=O)CC(C)(C)C2 (stereo not given)	102.0	1
CCN1CCN(C(=O)C(C)Sc2nnc(-c3ccncc3)n2-c2ccccc2C)CC1 (stereo not given)	107.0	0.7
O=C1NC(=O)C(CC2CCCN3CCCCC23)C(=O)N1 (stereo not given)	104.0	0.1
Cc1c(SCCO)c(=O)[nH]c2cc3c(cc12)OCO3	100.0	-0.3
COc1cc(OC)cc(C(=O)N2CCC(c3ccncc3)CC2)c1	103.0	-0.8
O=C(Nc1cc(C(=O)N2CCOCC2)ccc1N1CC2CC(C1)c1cccc(=O)n1C2)c1ccc(Br)o1 (stereo not given)	104.0	1.7
CCCc1cc(=O)[nH]c(SCC(=O)N2CCN(S(=O)(=O)c3ccccc3)CC2)n1	100.0	-0.4
COc1ccc(-c2cc(C(F)(F)F)n3nc(C(=O)Nc4cc(C(F)(F)F)ccc4Cl)cc3n2)cc1OC	107.0	0.6
CSc1oc(-c2cccs2)nc1S(=O)(=O)c1ccc(Br)cc1	104.0	-0.2
CC(CC(=O)NCc1cccs1)CC1=NS(=O)(=O)c2ccccc2N1 (stereo not given)	102.0	0.5
Cc1ccc(-n2c(=O)c3c(C)c(C(=O)N(C)C)sc3n(CC(=O)C(C)(C)C)c2=O)cc1C	110.0	0.9
CCOC(=O)c1ccc(N2CCN(c3ccccc3OC)CC2)c(NC(=O)Nc2ccc(CC)cc2)c1	108.0	-0.1
Cc1ccc2c(c1)-c1c(c(C(=O)N3CCN(c4cc(C)ccc4C)CC3)nn1C)CS2	30.0	-13.3
C=CCNc1nc(C(=O)OC2CCCCC2=O)cs1 (stereo not given)	109.0	0.8
Nc1ccc(CC(CCC(=O)O)C(=O)O)cc1 (stereo not given)	96.0	-0.5
CC1Cc2ccccc2N1C(=O)CSc1nc(N)cc(N)n1 (stereo not given)	104.0	0.5
CC(C)Sc1nnc2oc3ccc(S(=O)(=O)N(C)C)cc3n12	6.0*	-6*
Cc1nc(-c2ccccc2)cc(=O)[nH]1	102.0	0.1
CS(=O)(=O)N1CCc2cc(C(=O)N3CCCc4ccccc43)ccc21	102.0	0.1
COCCCn1cnnc1SCC(=O)Nc1ccc(C)c(C)c1	102.0	0.1
Cc1ccc(OCC(=O)Nc2ccc3c(c2)OCO3)c(C(=O)c2cc(C#N)c(=O)n(C3CC3)c2)c1	103.0	0.1
C=CCNC(=O)c1c(N)n(-c2ccc(C)cc2)c2nc3ccccc3nc12	106.0	0.3
CCOC(=O)Cn1cnc2scc(-c3ccccc3)c2c1=O	98.0	-0.9
O=C(Nc1cccc(Cl)c1)Nc1ccccc1N1CCCCC1	101.0	-0.5
CSc1nc(-c2cccnc2)nc(-c2ccc(OC(F)(F)F)cc2)c1C#N	102.0	-0.6
Cc1sc2nc(CSC(C)C(=O)Nc3ccc(N4CCN(C)CC4)cc3)[nH]c(=O)c2c1C (stereo not given)	100.0	-0.3
Cc1c(Br)cc(C(=O)N2CCCC2)c(C)c1C	101.0	0.1
Cc1ccc(NC(=O)OC2COC3C(OC(=O)Nc4ccc(C)cc4)COC23)cc1 (stereo not given)	103.0	0.2
Cc1nn(-c2ccccc2)c2[nH]c(=O)c(CNCc3cccnc3)cc12	101.0	-0.2
Cc1c(C(=O)N2CCN(c3ccc(Cl)cc3)CC2)oc2c1-c1[nH]ncc1CC2	102.0	-1
O=C(NCCC1=CCCCC1)c1c(O)nc2ccccn2c1=O	101.0	0.3

Single records, as listed above. Screens in order: Polio RdRp inh	Polio RdRp inh FP z-score
Entry for O=C(NCCC1=CCCCC1)c1c(O)nc2ccccn2c1=O = 101.0	0.3
Entry for Cc1c(Br)cc(C(=O)N2CCCC2)c(C)c1C = 101.0	0.1

Among those listed so far, seven contain a CF3 group.
SMILES	Polio RdRp inh	Polio RdRp inh FP z-score
COC(=O)c1scc(C)c1NNC(=O)C(F)(F)F	101.0	-0.2
CCCn1c(N)c(N(C)C)c(=O)n(CC(=O)Nc2ccc(OC(F)(F)F)cc2)c1=O	103.0	0
Cc1cc(NC(=O)NCc2ccccc2)c(C(F)(F)F)o1	97.0	-1.4
Cc1nn(CCc2nc(-c3ccco3)cs2)c2nc(-c3cccs3)cc(C(F)(F)F)c12	107.0	0.6
Cc1cc2ccccc2n1CCNC(=O)c1cc(C(F)(F)F)cc(C(F)(F)F)c1	102.0	-1
COc1ccc(-c2cc(C(F)(F)F)n3nc(C(=O)Nc4cc(C(F)(F)F)ccc4Cl)cc3n2)cc1OC	107.0	0.6
CSc1nc(-c2cccnc2)nc(-c2ccc(OC(F)(F)F)cc2)c1C#N	102.0	-0.6

The list is partial; the hit share may differ from the screen's.
